Screening results: PubChem, several laboratories
MgcRacGAP inhibition – MgcRacGAP GTPase-activating activity inhibitors, confirmation, biochemical, ADP Hunter fluorescence; Rac GTPase-activating protein 1 (Homo sapiens); MgcRacGAP-stimulated Rac1 GTP hydrolysis, ADP Hunter fluorescence; higher % means a stronger effect; GST-tagged Rac1 F28L mutant substrate; inhibition, % at 30 µM; hits with a dose series show IC50 in µM; 340,000 tested, 0.6% active;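 active = first-screen hits whose inhibition reached a set limit at any dose in the follow-up dose series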;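 also: fluorescence reports GDP produced by GAP-driven GTP hydrolysis; strong numbers were not always called active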
KOR beta-arrestin-1 – KOR agonists, beta-arrestin recruitment, primary screen, cell-based, luminescence, uHTS (AID 1777); Kappa-type opioid receptor (Homo sapiens); 280,000 tested, 0.02% active; KOR beta-arrestin recruitment, luminescence; higher % means a stronger effect; activation, % at 10 µM; hits with a dose series show EC50 in µM; in the data active = activation above about 50%, passing the limit was not always enough; also: a part of the inactive calls stands beside numbers as strong as those of hits
HEK293 NOD2/NF-kB – NOD2 signaling inhibitors, cell-based, luminescence, uHTS, HEK293 (AID 1566); HEK293 NOD2/NF-kB luciferase reporter, luminescence; higher % means a stronger effect; one-dose inhibition, % at 4 µM; EC50 in µM for titrated hits; 290,000 tested, 0.63% active; also: many of its hits are not listed in these tables
SV40 large T antigen – SV40 large T antigen inhibitors, biochemical (AID 1903). SV40 large T antigen ATPase/helicase inhibition assay; higher % means a stronger effect. one-dose inhibition, % at 20 µM; IC50 in µM for titrated hits. 310,000 tested, 0.39% active; in the data active = a potency from the dose series; also: strong numbers were not always called active
NOD1 NF-kB reporter – NOD1 signaling inhibitors, primary screen, cell-based, luminescence, uHTS (AID 1578) | NOD1-driven NF-kB luciferase reporter cells, luminescence; higher % means a stronger effect | inhibition, % at 4 µM; hits with a dose series show EC50 in µM | 290,000 tested, 1% active; in the data active = inhibition mostly above about 36%, no sharp cut-off; inactive = mostly below about 34%;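 also: HEK-293T reporter cells stimulated with the NOD1 agonist gamma-tri-DAP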
GPR55 activation – GPR55 agonists via beta-arrestin recruitment, primary screen, imaging, U2OS cells, beta-arrestin-GFP redistribution (AID 1961) | G-protein coupled receptor 55 (Homo sapiens) | U2OS GPR55 beta-arrestin-GFP redistribution imaging; higher % means a stronger effect | one-dose activation, % at 10 µM; EC50 in µM for titrated hits | 290,000 tested, 0.048% active;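 active = activation above 40% with more than 50 cells counted in the well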;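 also: U2OS osteosarcoma cells stably expressing GPR55 and beta-arrestin-GFP; plate controls were DMSO negative control for no effect and LPI positive control for full effect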
HIV peptide binding – inhibitors of HIV fusion peptide binding, primary screen, biochemical, uHTS, fluorescence dequenching (AID 1986). 290,000 tested, 0.3% active. inhibition, % at 20 µM, or IC50 in µM where a hit was titrated. cell-free peptide binding, fluorescence dequenching, 30 min; higher % means a stronger effect; in the data active = inhibition mostly above about 52%, no sharp cut-off; inactive = mostly below about 76%; also: some results filed as inactive read as strong as hits
GPR55 antagonists – GPR55 antagonists blocking LPI-driven arrestin recruitment, primary screen, imaging, U2OS, beta-arrestin-GFP, LPI agonist (AID 2013). G-protein coupled receptor 55 (Homo sapiens). U2OS GPR55 beta-arrestin-GFP translocation imaging, LPI antagonism; higher % means a stronger effect. one-dose inhibition, % at 10 µM; IC50 in µM for titrated hits. 290,000 tested, 0.13% active;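 active = spots per cell inhibited over 60%, with over 100 cells counted and total cytoplasm intensity under 500,000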;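 also: U2OS cells stably carrying GPR55 and arrestin-GFP stimulated by 5 µM LPI near EC80; imaged beta-arrestin-GFP aggregate spots per cell after agonist stimulation; plate controls were LPI-stimulated DMSO wells for no effect and DMSO wells without LPI for full effect; some results filed as inactive read as strong as hits; confirmed hits need IC50 under 10 µM and bright autofluorescent wells are also inconclusive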
KOR beta-arrestin-2 – KOR antagonists, beta-arrestin recruitment, cell-based, luminescence, uHTS (AID 1778); one-dose inhibition, % at 10 µM; IC50 in µM for titrated hits; KOR beta-arrestin recruitment, luminescence, antagonist mode; higher % means a stronger effect; 290,000 tested, 0.091% active; also: strong numbers were not always called active
* = called active by the depositor; / = not tested or not shown; & = joins results of further samples; [ ] = dose if it differs, or a comment. Rule as the data show it, unless noted: active = inhibition above about 50%; inactive = the rest. An excerpt, so the mix of outcomes need not match the whole.

SMILES	MgcRacGAP inhibition	KOR beta-arrestin-1	HEK293 NOD2/NF-kB	SV40 large T antigen	NOD1 NF-kB reporter	GPR55 activation	HIV peptide binding	GPR55 antagonists	KOR beta-arrestin-2
CCC(CC)C(=O)Nc1cccc(C(=O)c2ccccc2)c1	-0.4%	-5.0%	12.0%	8.7%	-0.4%	-0.2%	-0.9%	5.8%	8.5%
Cc1cc2nc3c(=O)n(Cc4ccccc4)c(=O)[nH]c3nc2cc1N	/	4.4%	9.1%	18.5%	-10.7%	-0.2%	148.1%	3.8%	-8.3%
Cc1ccnc(NC(=O)CCNS(=O)(=O)c2ccc(C)c(C)c2)c1	3.5%	-3.0%	-67.0%	13.6%	-65.3%	-0.1%	1.0%	-1.8%	-4.3%
O=C(c1ccc2c(=O)n(C3CCCC3)c(=S)[nH]c2c1)N1CCc2ccccc21	2.1%	-3.0%	33.0%	11.4%	15.0%	-0.2%	-1.3%	4.8%	-18.9%
O=C(Nc1nnc(S(=O)(=O)N2CCN(c3ccc(F)cc3)CC2)s1)c1ccco1	-0.3%	3.4%	-16.0%	9.7%	-26.7%	0.0%	25.8%	12.2%	1.1%
Cc1ccc(NC(=S)NC2CC3CCCC(C2)N3Cc2ccco2)cc1 (configuration not stated)	5.7%	4.5%	-2.8%	2.7%	-4.7%	0.2%	-1.2%	8.9%	17.1%[20 µM]
CC(=O)C12CCCCC1CC1[C@@H]3CC(C)C4=CC(=O)CC[C@]4(C)C3CC[C@@]12C (some centres not stated)	7.9%	0.3%	16.9%	/	-3.2%	0.6%	1.8%	0.5%	-21.6%
CCN(CC)S(=O)(=O)c1ccc(Cl)c(NC(=O)c2ccncc2)c1	-0.6%	/	4.7%	12.8%	-22.3%	0.2%	0.7%	0.6%	-21.3%[20 µM]
CC(C)C(=O)Nc1ccc2oc(-c3cc(F)c(F)cc3Cl)nc2c1	3.3%	-2.5%	-27.8%	3.2%	-25.5%	-0.3%	2.7%	-2.6%	-16.2%
Cc1ccc(C)n1-c1ccc(NC(=O)c2ccccc2)cc1	16.4%	6.1%	9.3%	33.7%	-4.2%	-0.1%	1.7%	9.0%	14.9%
Cc1noc(-c2ccccc2)c1NC(=O)Nc1ccccc1	7.5%	-4.8%	7.5%	13.2%	2.0%	1.2%	1.7%	6.1%	21.9%
COc1cccc(C(=O)Nc2ccc3nc(N4CCOCC4)cc(C)c3c2)c1	5.2%	-0.9%	28.6%	8.4%	-23.5%	1.0%	-0.5%	-3.5%	-28.1%
CC(=O)Nc1ccc(S(=O)(=O)N=S(C)(C)=O)cc1	5.4%	4.3%	-1.4%	-6.6%	-34.9%	-0.2%	2.6%	-2.1%	/
NCC(c1ccccc1)c1c[nH]c2ccccc12 (configuration not stated)	-1.8%	-4.1%	13.0%	10.1%	-15.2%	-0.2%	0.5%	10.1%	-11.0%
Cn1c(-c2sc3cc(C(F)(F)F)cnc3c2-c2cccnc2)n[nH]c1=S	7.0%	2.3%	1.8%	6.1%	0.7%	-0.1%	-0.3%	-2.9%	1.3%
COc1ccc(N/N=C2/CCCCC2=O)cc1	-2.1%	-3.5%	-95.9%	20.4%	-25.0%	-0.1%	0.2%	-4.6%	32.0%
Clc1cccc(-c2nc(NCc3cccnc3)c3ccccc3n2)c1	6.8%	-1.8%	9.1%	-4.0%	/	0.2%	-4.1%	21.8%	-5.1%
CCN(CC)C(=O)C1CCN(C(=O)c2oc3ccc(C)cc3c2C)CC1	7.2%	-3.5%	2.5%	7.0%	-28.9%	0.4%	0.6%	-2.5%	-11.2%
COC(=O)c1[nH]c(C)c(/C(O)=C2\C(=O)C(=O)N(CCN(C)C)C2c2ccc(OC)cc2)c1C (configuration not stated)	/	8.3%	4.8%	/	7.8%	-0.2%	-2.0%	-7.7%	-0.3%
COc1ccc(CCNC(=O)c2cc3c(=O)n4ccccc4nc3n(CCCN3CCOCC3)c2=N)cc1OC	15.6%	-0.2%	-0.5%	-3.3%	-5.7%	-0.2%	-0.7%	-6.9%	-20.0%

Compound profiles, from the list above.
NCC(c1ccccc1)c1c[nH]c2ccccc12 (configuration not stated) across the screens: MgcRacGAP inhibition: -1.8%; KOR beta-arrestin-1: -4.1%; HEK293 NOD2/NF-kB: 13.0%; SV40 large T antigen: 10.1%; NOD1 NF-kB reporter: -15.2%; GPR55 activation: -0.2%; HIV peptide binding: 0.5%; GPR55 antagonists: 10.1%; KOR beta-arrestin-2: -11.0%
Cc1noc(-c2ccccc2)c1NC(=O)Nc1ccccc1 across the screens: MgcRacGAP inhibition: 7.5%; KOR beta-arrestin-1: -4.8%; HEK293 NOD2/NF-kB: 7.5%; SV40 large T antigen: 13.2%; NOD1 NF-kB reporter: 2.0%; GPR55 activation: 1.2%; HIV peptide binding: 1.7%; GPR55 antagonists: 6.1%; KOR beta-arrestin-2: 21.9%

The list continues:
SMILES	MgcRacGAP inhibition	KOR beta-arrestin-1	HEK293 NOD2/NF-kB	SV40 large T antigen	NOD1 NF-kB reporter	GPR55 activation	HIV peptide binding	GPR55 antagonists	KOR beta-arrestin-2
CC(CN1CCCCC1)OC(=O)c1cc2ccccc2o1 (configuration not stated)	9.6%	1.7%	-2.9%	6.0%	-32.5%	0.0%	2.7%	-1.5%	9.8%
O=C(NCC(=O)N(c1cccnc1)C(C(=O)NC1CCCC1)c1ccccc1F)c1ccco1 (configuration not stated)	3.2%	-3.6%	9.4%	19.7%	0.3%	0.6%	-0.5%	-1.6%	31.3%
O=C(Nc1ccccc1Cl)OCc1cncs1	-6.9%	-2.4%	4.6%	2.9%	-29.6%	0.2%	1.4%	2.2%	-22.3%[20 µM]
O=C(C1CCN(Cc2nc(Cc3cccc(F)c3)no2)CC1)N1CCOCC1	10.1%	/	10.1%	/	-23.7%	0.6%	0.8%	5.1%	-23.2%[20 µM]
CCc1cccc(NC(=O)Cn2cccc2)c1	-4.1%	3.7%	4.4%	8.7%	-18.4%	0.2%	1.5%	1.0%	-15.4%
Cc1ccc2c(c1)N(CCC(=O)NCc1ccccn1)C(=O)CO2	3.4%	-1.9%	-3.8%	16.0%	-19.9%	-0.2%	-1.5%	2.0%	5.1%
CC(=O)N(c1ccc(C)cc1)C1C=CS(=O)(=O)C1 (configuration not stated)	3.4%	1.5%	-2.2%	13.5%	2.9%	-0.1%	12.0%	15.1%	7.9%
O=C(CSc1nnc(NC(=O)c2ccccc2F)s1)NCc1ccc(F)cc1	4.6%	4.3%	-54.5%	12.8%	-22.5%	-0.1%	2.6%	9.0%	-9.8%
O=C(COC(=O)Cn1cnc2ccccc2c1=O)NCCC1=CCCCC1	-15.9%	-1.8%	14.2%	0.6%	5.4%	-0.4%	0.2%	-2.8%	27.7%
O=C(NNC(=O)c1ccc(S(=O)(=O)N2CCCCC2)cc1)c1ccc(F)cc1	3.4%	-4.7%	23.8%	19.8%	-13.7%	-0.3%	-1.2%	-13.8%	-4.7%
CCN(CCCNC(=O)c1nn(C)c2c1CS(=O)(=O)c1ccccc1-2)Cc1ccccc1	14.8%	0.6%	12.9%	14.8%	13.0%	-0.1%	3.6%	2.4%	-28.9%
Cc1c(Cc2ccccc2)sc(NC(=O)C(C)(C)C)c1C(N)=O	11.2%	1.0%	12.8%	12.8%	-43.4%	-0.1%	0.1%	5.0%	-18.7%
O=C(O)c1ccc2c(c1)ncn2C1CCCCCC1	11.1%	13.8%	-10.6%	3.0%	-10.4%	0.4%	3.9%	-10.0%	7.2%
O=C(NN1C(=O)c2ccccc2NC1c1ccc([N+](=O)[O-])o1)c1ccc([N+](=O)[O-])cc1 (configuration not stated)	8.5%	3.4%	9.6%	10.4%	-27.2%	-0.4%	4.5%	16.6%	17.4%
COc1ccc(N2CCN(C(CNC(C)=O)c3ccco3)CC2)cc1 (configuration not stated)	1.4%	-0.3%	-0.2%	32.6%	-36.3%	0.5%	-0.2%	5.9%	-21.8%
Cc1ccc(NC(=O)c2ccc(CSc3nnc(C)s3)cc2)c(C)c1	13.8%	2.4%	-23.9%	0.3%	6.9%	0.0%	-3.5%	6.2%	-4.5%
CNc1nc2c(C)cccn2c(=O)c1C=NCc1ccccc1	4.8%	6.1%	-5.8%	7.8%	-59.4%	-0.1%	2.2%	-9.6%	-38.4%
CC(C)(C)c1ccc(NC(=O)CSc2nnc(-c3n[nH]c4ccccc34)o2)cc1	5.5%	0.9%	-14.9%	2.7%	-33.0%	0.2%	-1.1%	-5.3%	-12.5%
O=C(Nc1nc(-c2ccccc2)cs1)c1ccc(Br)o1	15.0%	7.4%	-36.7%	23.8%	4.8%	-0.1%	1.9%	2.2%	-10.5%
CCN(CC(=O)Nc1ccc(NC(C)=O)cc1)CC(=O)Nc1ccc(Cl)c(Cl)c1	/	-5.5%	-7.6%	10.4%	-9.1%	-0.1%	0.1%	13.0%	17.4%
O=C(NNC(=O)c1c(O)c2ccccc2[nH]c1=O)c1ccccc1	3.8%	-5.8%	31.5%	3.4%	-13.7%	-0.2%	-0.1%	1.7%	-5.8%
CCOc1cc(NC(=O)c2ccco2)c(OCC)cc1NC(=O)CCc1ccc(OC)cc1	/	1.1%	14.1%	/	-15.7%	0.3%	-0.8%	-1.8%	-17.6%
COc1ccc(C)cc1-n1nnnc1SCc1csc(C)n1	12.8%	-4.2%	3.8%	5.0%	-6.8%	-0.3%	-2.8%	-0.3%	-13.7%
CCc1ccccc1N1CSC2=C(C#N)C(c3ccccc3F)CC(=O)N2C1 (configuration not stated)	20.7%	-4.9%	18.9%	27.0%&54.3%	7.6%	-0.1%	-0.2%	0.3%	5.4%
COc1ccc(C2(C(=O)Nc3ccc(S(=O)(=O)Nc4nc(C)cc(C)n4)cc3)CCCC2)cc1OC	5.0%	-1.7%	7.7%	-0.7%	20.1%	-0.2%	2.4%	-3.2%	-2.5%
Cc1ccccc1C(=O)Nc1ccnn1C1CCN(Cc2cccnc2)CC1	7.0%	-1.1%	-9.2%	5.4%	-29.9%	1.1%	-1.4%	3.0%	8.5%
CCN(CC)S(=O)(=O)c1cccc(NC(=O)CCNC(=O)c2ccccc2Cl)c1	3.9%	-1.5%	9.5%	0.3%	-24.2%	0.4%	-2.4%	-2.3%	4.0%
COc1ccc(/C=N/Nc2nc(C)cc(=O)[nH]2)cc1OC	10.6%	-5.0%	15.5%	11.5%	-28.6%	1.1%	-0.9%	3.8%	21.1%[20 µM]
CCn1c(SCC(=O)c2cc(C)n(CC3CCCO3)c2C)nc2ccccc21 (configuration not stated)	8.3%	7.4%	-9.8%	11.0%	-20.1%	-0.3%	0.5%	8.9%	-57.8%
O=C(CN1C(=O)NC2(CCCC2)C1=O)Nc1ccccc1	0.8%	-0.8%	-4.3%	1.0%	-29.7%	-0.3%	0.4%	0.7%	-9.9%
